# Bioassay records: PubChem, National Center for Advancing Translational Sciences (NCATS)
# GCN5L2 inh: blocks human GCN5L2 histone acetyltransferase; Q92830; Potency, µM (doses to about 58.9 µM), for inactives: top-dose activity change, negative = inhibition, actives largely listed as inhibitors; GCN5L2 HAT assay, ThioGlo1 CoA-SH fluorescence; actives 0.21% (n = 390,000); AID 504327
# Target sequence (Q92830 whole entry, looked up): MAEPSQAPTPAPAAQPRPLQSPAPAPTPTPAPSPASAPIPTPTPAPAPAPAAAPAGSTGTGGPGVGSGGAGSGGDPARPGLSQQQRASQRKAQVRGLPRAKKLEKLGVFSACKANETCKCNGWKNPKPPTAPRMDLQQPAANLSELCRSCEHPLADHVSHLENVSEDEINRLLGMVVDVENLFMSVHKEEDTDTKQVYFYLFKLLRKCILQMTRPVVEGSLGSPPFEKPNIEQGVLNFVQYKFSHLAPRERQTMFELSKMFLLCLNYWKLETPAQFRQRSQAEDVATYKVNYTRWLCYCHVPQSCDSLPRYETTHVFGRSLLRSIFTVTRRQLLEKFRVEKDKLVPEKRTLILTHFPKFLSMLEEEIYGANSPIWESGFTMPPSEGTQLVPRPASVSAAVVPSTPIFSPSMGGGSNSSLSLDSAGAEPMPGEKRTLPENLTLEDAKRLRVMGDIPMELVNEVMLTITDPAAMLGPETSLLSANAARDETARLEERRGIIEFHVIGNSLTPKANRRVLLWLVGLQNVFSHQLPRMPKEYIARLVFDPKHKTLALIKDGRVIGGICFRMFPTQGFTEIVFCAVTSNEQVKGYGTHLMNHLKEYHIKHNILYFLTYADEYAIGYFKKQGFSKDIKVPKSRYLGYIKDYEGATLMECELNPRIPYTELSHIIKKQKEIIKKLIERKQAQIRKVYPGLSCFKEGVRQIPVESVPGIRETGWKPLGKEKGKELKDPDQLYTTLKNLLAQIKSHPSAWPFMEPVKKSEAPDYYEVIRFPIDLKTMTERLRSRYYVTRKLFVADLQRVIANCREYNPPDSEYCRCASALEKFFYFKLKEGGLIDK
#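 Titration-based screen in which CoA formation is detected via maleimide probe ThioGlo1 (50uM) turning fluorescent on thiol reaction; substrates H3(1-25) 75uM and acetyl-CoA 70uM, GCN5L2 20nM, 20 min incubation at room temperature.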
# TDP1 cell CPT: DT40-hTDP1 cell growth loss with CPT; chicken DT40 Tdp1-/-;hTDP1 cells + 20 nM CPT, ATP luminescence, 48 h; Potency, µM (series often up to 46.2 µM), inactives show at the top dose activity change, negative = growth inhibition, hits mostly inhibitors; actives 12% (n = 420,000); AID 686979; note: nearly all actives have a fitted effect of over 55% in size
#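 Cell growth measured by CellTiter-Glo luminescence after a minimum 48 h, 37 C compound exposure with 20 nM CPT in Tdp1-knockout DT40 cells stably expressing hTDP1, seeded 400/well; qHTS titration format.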
# DT40 TDP1 no CPT: qHTS for Inhibitors of human tyrosyl-DNA phosphodiesterase 1 (TDP1): qHTS in cells in absence of CPT | DT40 Tdp1-/- hTDP1 cells, no CPT, ATP luminescence, 48 h | Potency, µM (doses to about 46.2 µM), for inactives: at the highest dose activity change, negative = growth inhibition, actives largely listed as inhibitors | actives 15% (n = 420,000) | AID 686978, 2013; note: nearly all actives have a fitted effect of over 55% in size
#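 Compound effects on proliferation are scored in DT40 Tdp1-/-;hTDP1 cells in the absence of CPT. ATP levels (CellTiter-Glo luminescence) are recorded after a ≥48 hr, 37 °C incubation.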
# * hit, by the source's call; ? = inconclusive; . = no result given. Calls come from the whole dose curve; as a rule, active = well fitted curve in the direction sought with a large enough effect; inconclusive = small, poorly fitted or top-dose-only effect, or another doubt; inactive = no such curve, though single readings can be large; an effect the other way counts as inactive or inconclusive. % is set by controls: 0 for no effect and ±100 for the full control effect; potency is the fitted concentration of half-maximal effect. An excerpt; rates above refer to the full screens.
SMILES | GCN5L2 inh | DT40 TDP1 no CPT | TDP1 cell CPT
Cc1nc2c(sc3nc(N4CCOCC4)c4c(c32)CC(C)(C)OC4)c(-c2ccc(Cl)cc2)c1C(=O)O | ? | ? | ?
CC(C)C(c1nnnn1Cc1ccccc1)N(Cc1ccco1)Cc1cccs1 (centres undefined) | -11% | 21µM* | ?
Cc1ccc(C(=O)NCC(=O)Nc2ncccc2C)s1 | -1% | -6% | 19%
Clc1ccc(-c2ncc3ccccn23)c(Cl)c1 | -8% | -10% | 24%
CN(C)c1nc(-c2ccc([N+](=O)[O-])cc2)cs1 | -6% | ? | ?
CCCCNC(=O)CCCCC(=O)N/N=C/c1cccc(Cl)c1 | 1% | ? | ?
COC(=O)c1cc(S(=O)(=O)N2CCOCC2)c(N2CCOCC2)cc1N1CCOCC1 | -11% | -14% | -22%
CC(C)(C)NC(=O)COC(=O)c1cc(Cl)ccc1[N+](=O)[O-] | 1% | -16% | 3%
Nc1c(C(=O)NCCN2CCOCC2)c2nc3ccccc3nc2n1-c1ccc2c(c1)OCO2 | -9% | ? | ?
CC(=O)CC(=O)Nc1ccc2ccccc2c1 | -19% | -27% | -21%
CC(C)OCCCNC(=O)CCCn1c(SCC(=O)c2ccc(Br)cc2)nc2c(sc3ccccc32)c1=O | -9% | -23% | -13%
Cc1cc(C)c2c(=O)cc(CSc3n[nH]c(C)n3)[nH]c2c1 | 0% | -22% | -4%

# New compounds follow.
SMILES | GCN5L2 inh | DT40 TDP1 no CPT | TDP1 cell CPT
CC(=O)Nc1ccc(NC(=O)Nc2cccc(Cl)c2)cc1 | -3% | -8% | -27%
CC1Oc2ccccc2N(CC(=O)NCCc2ccccc2)C1=O (centres undefined) | -1% | -21% | -6%
Cc1ccc(CNC(=O)c2c(C)oc3ncnc(N4CCOCC4)c23)cc1 | -4% | -27% | -22%
Cc1cc(C(=O)COc2ncnc3sccc23)c(C)n1C1CC1 | -4% | ? | ?
CN1CCC(OC(=O)c2cc3cc(Br)ccc3oc2=O)CC1 | -19% | -5% | 22%
CC(=O)Nc1nn(C)c2nc(C)cc(C)c12 | -8% | 5% | 15%
O=C(Cn1cnc2c(nnn2Cc2ccc(Cl)cc2)c1=O)NCc1ccco1 | -11% | ? | ?
CC(C)C(=O)Nc1ccc(O)c(-c2csc(N)n2)c1 | -1% | -16% | -5%
COc1ccc(NC(=O)c2noc3c2CCC3)cc1 | -18% | ? | -11%
C/C(=N/OC(=O)c1ccc(Br)cc1)c1ccc(C)cc1 | 3% | 5% | 10%
Nc1ccc(O)c2c1C(=O)c1ccccc1C2=O | ? | ? | ?
Cc1ccc(S(=O)(=O)N2CCC(C(=O)Nc3ccc(C(C)C)cc3)CC2)cc1 | -5% | 15µM* | 23µM*

# Other structures follow:
SMILES | GCN5L2 inh | DT40 TDP1 no CPT | TDP1 cell CPT
O=C(CSc1nc(-c2ccccc2)cc(=O)[nH]1)Nc1ccccc1 | 19% | 1% | 1%
COC(=O)CN1C(=O)CSc2ccc(S(=O)(=O)Nc3ccc(C)c(Cl)c3)cc21 | -1% | ? | ?
COc1ccc(/C(N)=N/OC(=O)CCc2ccccc2)cc1 | 5% | 19% | 4%
CC1(C)CC(=O)C(C=NCC(N)=O)=C(O)C1 | ? | 4% | -21%
Cc1ccc(S(=O)(=O)Nc2n[nH]nc2C(=O)NC2CCCCC2)cc1 | 0% | 3% | -1%
O=c1c2ccccc2oc2ccc(NCCCn3ccnc3)cc12 | -12% | ? | ?
CCOC(=O)c1c(S(=O)(=O)NCC(=O)Nc2ccccc2F)c(C)n(C)c1C | -5% | 22% | 0%
CCN(CC)c1ccc(/C=N/NC(=O)c2ccoc2C)c(O)c1 | 0% | 3.3µM* | 13µM*
Cc1ccc2c(c1)N(C(C)C(=O)NCCc1ccccc1)C(=O)CO2 (centres undefined) | -14% | -30% | ?
CCN(CC(=O)Nc1ccccc1OC)C(=O)c1ccc2[nH]c3c(c2c1)CC(C)CC3 (centres undefined) | -9% | ? | 18µM*
O=C(c1cccc(C(F)(F)F)c1)N1CCc2c([nH]c3ccccc23)C1C(F)(F)F (centres undefined) | -9% | ? | ?
Cc1cc(C)nc(N2CCCC(C(=O)NCc3cccs3)C2)n1 (centres undefined) | 1% | -5% | -11%

# (cont.)
SMILES | GCN5L2 inh | DT40 TDP1 no CPT | TDP1 cell CPT
COc1cc(/C=C/C(=O)OCC(=O)N2CCCc3ccccc32)ccc1O | -7% | ? | -28%
CCc1cc(=O)oc2cc(OC(C)=O)cc(OC(C)=O)c12 | 2% | ? | -28%
CSCC[C@H](NC(=O)[C@@H]1Cc2ccccc2CN1)C(=O)Nc1ccc2c(c1)OCO2 | -5% | 13% | -28%
COCC(=O)N1CCC[C@@]2(CCN(C(=O)Nc3ccc(OC)cc3)C2)C1 | -12% | 1% | -11%
O=C1CC(N2CCN(c3ccccc3)CC2)C(=O)N1c1ccc2c(c1)OCCO2 (centres undefined) | . | -2% | -3%
O=C(CN1c2cccc3cccc(c23)S1(=O)=O)NCc1ccc2c(c1)OCO2 | -14% | ? | -15%
O=C1NC(=S)S/C1=C\c1coc2ccc(O)cc2c1=O | -6% | 16% | -2%
COc1ccc(-c2nnc(COc3ccc(Br)cc3C)o2)cc1 | . | 4% | -12%
COCCNC(=O)C1CCCN(Cc2ccccc2Cl)CC1 (centres undefined) | . | -4% | -11%
Cc1ccc(CNS(=O)(=O)c2cc3[nH]c(=O)c(=O)[nH]c3cc2C)cc1 | -10% | -5% | 6%
O=S(=O)(Cc1ccc(Cl)cc1)C1CCCCC1O (centres undefined) | -3% | -12% | -8%
Cc1cccc(C)c1OCC(O)CN1CCN(C(=O)c2ccccc2)CC1 (centres undefined) | . | -25% | ?

# Further structures follow.
SMILES | GCN5L2 inh | DT40 TDP1 no CPT | TDP1 cell CPT
CC(=O)Nc1ccc(S(=O)(=O)N(C)CC(=O)Nc2ccccc2N2CCCC2)cc1 | -2% | ? | ?
O=C(COC(=O)CC1CC2CCC1C2)Nc1c(F)cccc1F (centres undefined) | -3% | -21% | 1%
CC(=O)c1ccc(NC(=S)N2CCN(c3ccccn3)CC2)cc1 | 1% | ? | ?
COc1ccc(/C=N/NC(=O)CCc2ccccc2)cc1O | -13% | ? | ?
O=C(NC1CCCc2ccccc21)C12CC3CC(CC(O)(C3)C1)C2 (centres undefined) | 3% | -18% | 8%
O=C(COC(=O)COc1ccc(Cl)cc1Br)NC1CCCCCC1 | -12% | 6% | 1%
CCCn1c(N)c(Sc2ccc([N+](=O)[O-])cc2)c(=O)n(CCC)c1=O | -2% | ? | -14%
O=C(c1ccccc1Cl)N1CCc2ccccc2C1 | -9% | -14% | ?
Cc1ccc(NC(=O)Cn2nc(C)c3ccccc3c2=O)cc1F | -2% | -6% | -8%
COc1ccc(-c2c(C)oc3c(CN4CCCCC4C)c(O)ccc3c2=O)cc1OC (centres undefined) | -14% | -22% | ?
O=C(NNC(=O)c1sccc1-n1cccc1)Nc1ccc(F)cc1 | -3% | -18% | -6%
CC1=C(C(=O)OC2CCCCC2)C(c2ccccc2Br)NC(=O)N1 (centres undefined) | -12% | ? | ?

# Further records
SMILES | GCN5L2 inh | DT40 TDP1 no CPT | TDP1 cell CPT
CCc1nnc(NC(=O)CSc2nnc(C)n2-c2ccc(C)cc2)s1 | -4% | -21% | -3%
COc1ccc(C(=O)c2cc(OC)c(OC)c(OC)c2)cc1OC | . | 2.6µM* | 4.6µM*
CC(C)(C)NC(=O)CN1CCC(O)(c2ccccc2)CC1 | 2% | -2% | -19%
CCC(CO)Oc1cc(NC(=O)c2cccc(F)c2)c2ncn(C(C)C)c2c1 (centres undefined) | -8% | -28% | -27%
CCN(CCCNC(=O)COc1cc(=O)n(CC)c2ccccc12)c1ccccc1 | -2% | ? | 23µM*
COc1ccc(N2CC(NC(=O)c3ccc(OC(C)C)cc3)CC2=O)cc1 (centres undefined) | 0% | ? | -9%
O=C(COc1ccc(Cl)cc1)N1CCN(S(=O)(=O)c2ccccc2)CC1 | -11% | -28% | -20%
CC(=O)Nc1ccc(S(=O)(=O)NCCC(=O)OCc2ccccc2F)cc1 | -4% | -1% | -22%
NC(=O)NCCCC(=O)O | -1% | 25% | 1%
CCCn1c(=O)n(C)c(=O)c2c(SCc3cc(C(C)=O)ccc3OCC)nc(C3CC3)nc21 | . | 26µM* | 21µM*
CCC(C)NC(=O)Cn1c(=O)n(-c2ccc(Cl)cc2)c(=O)c2c3c(sc21)CCCC3 (centres undefined) | -1% | -29% | -17%
COc1ccc(C(=O)/C=C/c2cn(CC(O)CN(CC(C)C)CC(C)C)c3ccccc23)cc1 (centres undefined) | -22% | 16µM* | 15µM*

# Retrieved by compound from the entries so far, three records:
SMILES | GCN5L2 inh | DT40 TDP1 no CPT | TDP1 cell CPT
CCC(C)NC(=O)Cn1c(=O)n(-c2ccc(Cl)cc2)c(=O)c2c3c(sc21)CCCC3 (centres undefined) | -1% | -29% | -17%
CCC(CO)Oc1cc(NC(=O)c2cccc(F)c2)c2ncn(C(C)C)c2c1 (centres undefined) | -8% | -28% | -27%
COc1ccc(C(=O)c2cc(OC)c(OC)c(OC)c2)cc1OC | . | 2.6µM* | 4.6µM*

# The list goes on.
SMILES | GCN5L2 inh | DT40 TDP1 no CPT | TDP1 cell CPT
CC(C)Oc1ccc(F)cc1-c1cc(C(=O)NCc2cc(C(F)(F)F)cc(C(F)(F)F)c2)[nH]n1 | . | 21µM* | 18µM*
COc1ccc(OC)c(S(=O)(=O)N2CCC(C(=O)N3CCOCC3)CC2)c1 | 0% | -2% | -4%
CC(CNC(=O)C(=O)NC(C)CCc1ccccc1)Cc1ccccc1 (centres undefined) | 6% | -4% | -4%
CNc1cnn(-c2ccc(C)cc2)c(=O)c1Cl | -7% | -3% | 13%
Cc1ccc(CN2CCN(Cc3ccc4cc(F)ccc4n3)CC2CCO)o1 (centres undefined) | -4% | -12% | -1%
Cc1cccc(NC(=O)COc2ccc3c(c2)CCC3)n1 | -2% | -19% | -16%
COc1ccc2c(c1)C(=O)CC(c1ccccc1)O2 (centres undefined) | . | ? | ?
CCC(=O)OCC(=O)C1(OC(=O)CC)C(C)CC2C3CCC4=CC(=O)C=CC4(C)C3(Cl)C(O)CC21C (centres undefined) | -16% | -12% | ?
Cc1cccc(N(CC(=O)NC(C)(C)C)C(=O)CCC(=O)Nc2ccccn2)c1 | 3% | -1% | 6%
COc1ccc(C(=O)C2CCCN(Cc3cccn3-c3ccccn3)C2)c(C)c1 (centres undefined) | -10% | ? | 21µM*
CCOC(=O)c1cnn(-c2cc(C)cc(C)c2)c1N | -1% | -28% | 9%
O=C1NC[C@@H](CCCCN2C[C@H](Cc3ccc(O)cc3)N(CCc3ccccc3)C(=O)C2=O)N(CCC2CCCCC2)C1=O | . | -4% | 2%

# Entries above that have a CF3 group, in the order listed:
SMILES | GCN5L2 inh | DT40 TDP1 no CPT | TDP1 cell CPT
O=C(c1cccc(C(F)(F)F)c1)N1CCc2c([nH]c3ccccc23)C1C(F)(F)F (centres undefined) | -9% | ? | ?
CC(C)Oc1ccc(F)cc1-c1cc(C(=O)NCc2cc(C(F)(F)F)cc(C(F)(F)F)c2)[nH]n1 | . | 21µM* | 18µM*

# More records
SMILES | GCN5L2 inh | DT40 TDP1 no CPT | TDP1 cell CPT
CC(C)c1ccc(N=C2N=C(N)c3ccccc32)cc1 | -4% | ? | ?
Cc1[nH]nc(-c2ccc(OCc3cnn(-c4ccccc4)c3)c(C)c2O)c1Oc1ccccc1 | -5% | ? | -26%
COc1ccc(CNC(=O)/C=C/C(=O)O)cc1 | 2% | 0% | 4%
Cc1ccccc1-c1cc2nc(NCCCN(C)C)n(C)c(=O)c2s1 | . | ? | ?
CCC(CO)Oc1cc(NC(=O)c2ccc(C)cc2)c2ncn(C(C)C)c2c1 (centres undefined) | 0% | ? | 23µM*
Cc1cc(NC(=O)CCSc2nc(-c3ccco3)cc(C(F)(F)F)n2)n(-c2ccccc2)n1 | -11% | -5% | ?
COc1ccc(C(=O)Nc2cc(OC)cc3cccnc23)cc1 | -4% | ? | ?
COc1ccccc1S(=O)(=O)n1cc(Cc2ccccc2)c(N)n1 | -1% | -9% | -20%
COc1ccc2nc(/N=C/c3c(C)[nH]n(-c4ccc(C)cc4C)c3=O)sc2c1 | -3% | -8% | -16%
COC(=O)c1ccc(OC)cc1OCC(=O)N1CCN(c2ccc(F)cc2)CC1 | -1% | -16% | -9%
CCOC(=O)c1ccc(CNC(=O)CSc2nnnn2-c2ccc(Cl)cc2)o1 | -2% | -28% | -12%
O=C(Nc1ccc2c(c1)OCO2)c1cccs1 | . | ? | ?
CCOC(=O)N1CCC(NC(=O)c2ccc3c(c2)N(C)CCS3)CC1 | -27% | ? | ?
CCCC(=O)Nc1ccc(C(=O)NNC(=S)NC(=O)c2ccc(Br)o2)cc1 | -8% | ? | ?
Cc1ccc(SC(C)C(=O)N2CCC(C(N)=O)CC2)cc1 (centres undefined) | -1% | 1% | -1%
